KB-V1 MDR tox: qHTS assay for MDR1-selective chemotherapeutics: Primary screen using the drug-selected MDR subline cells KB-V1 | KB-V1 MDR cells viability, CellTiter-Glo, 72 h | Potency, µM (titrated, usually from 46.1 µM), without a hit: at the top dose activity change, negative = cytotoxicity, actives largely listed as cytotoxic | 3.4% of 400,000 active; note: potency is the fitted concentration of half-maximal effect; % is set by controls: 0 for no effect and ±100 for the full control effect; nearly all actives have a fitted effect of over 60% in size
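Readout: CellTiter-Glo luminescence, 10 min after addition. Cells: KB-V1 MDR subline, 72 h at 37 degrees C with compound. Analysis: corrected, normalized data fitted to concentration-effect curves.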
ATXN2 expr inh: Primary qHTS for Inhibitors of ATXN expression; HEK-293 ATXN2-luciferase reporter, luminescence, 24 h; Potency, µM (highest dose often 57 µM), inactives show at the highest dose activity change, negative = inhibition, most hits filed as inhibitors; 0.72% of 360,000 active; AID 1745845, 2022; note: potency is the fitted concentration of half-maximal effect; % is set by controls: 0 for no effect and ±100 for the full control effect; nearly all actives have a fitted effect of over 55% in size
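ATXN2-luciferase reporter cells (luciferase flanked by upstream and downstream ATXN2 gene portions) were treated 24 h at 37 °C with compounds at up to 57 uM. SteadyGlo luminescence gave expression; GF-AFC fluorescence gave viability.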
MCF10A rereplic: A quantitative high throughput screen for small molecules that induce DNA re-replication in MCF 10a normal breast cells. MCF 10A DNA re-replication, Hoechst nuclear intensity, 48 h. 2.9% of 350,000 active. Potency, µM (series often up to 46.1 µM), for the others: at the highest dose activity, positive = re-replication, usual class: activators; note: potency is the fitted concentration of half-maximal effect; % of control where 0% means no effect; nearly all actives have a fitted effect of over 50% in size
HT1080NT lethal: qHTS for induction of synthetic lethality in tumor cells producing 2HG: qHTS for the HT-1080-NT fibrosarcoma cell line; Potency, µM (top dose mostly 46.1 µM), for inactives: at the top dose activity, negative = less viability, most hits filed as cytotoxic; HT-1080-NT fibrosarcoma viability, CellTiter-Glo ATP luminescence, 48 h; 1.6% of 360,000 active;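 note: NT is the 2HG producing partner of a matched IDH1 knockdown line; potency is the fitted concentration of half-maximal effect; 0% = DMSO-treated cells and -100% = media-only wells without cells; nearly all actives have a fitted effect of over 55% in size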
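HT-1080-NT fibrosarcoma cells (2HG-overproducing), 750 cells/well in RPMI with 5% FBS, dosed after 2 h and incubated 48 h at 37C. CellTiter-Glo luminescence normalized to DMSO and no-cell wells; concentration-response curves fitted and classed.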
HT1080 IDH1KD tx: qHTS for induction of synthetic lethality in tumor cells producing 2HG: qHTS for the HT-1080-IDH1KD cell line | HT-1080 IDH1 knockdown viability, ATP luminescence, 48 h | Potency, µM (top dose mostly 46.1 µM), inactives show top-dose activity, negative = toxicity, most hits filed as cytotoxic | 2% of 360,000 active;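 note: potency is the fitted concentration of half-maximal effect; 0% = DMSO wells and -100% = cell-free medium wells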
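IDH1KD HT-1080 cells, 750/well, RPMI + 5% FBS; compound pinned after 2 h settling; 48 h, 37 °C; CellTiter-Glo luminescence; % activity normalised to DMSO and no-cell wells; curves fitted, classed by r2 and efficacy.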
KB-3-1 cytotox: qHTS assay for MDR1-selective chemotherapeutics: Primary screen using the parental adenocarcinoma cell KB-3-1. KB-3-1 viability, CellTiter-Glo ATP luminescence, 72 h. 1.4% of 400,000 active. Potency, µM (titrated, usually from 46.1 µM), inactives show at the highest dose activity change, negative = cytotoxic, hits mostly cytotoxic; note: potency is the fitted concentration of half-maximal effect; % is set by controls: 0 for no effect and ±100 for the full control effect; nearly all actives have a fitted effect of over 60% in size
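Here the drug-naive KB-3-1 line serves as comparator for MDR sub-line selectivity; cells received compound titrations, 72 h at 37 °C, then CellTiter-Glo readout.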
WRN helicase inh: qHTS for Inhibitors of WRN Helicase. 0.46% of 360,000 active. Bifunctional 3'-5' exonuclease/ATP-dependent helicase WRN (Homo sapiens), Q14191. AID 651768, 2012. WRN helicase unwinding, fluorescent forked duplex, kinetic. Potency, µM (highest dose often 114 µM), without a hit: top-dose activity change, negative = inhibition, usual class: inhibitors; note: potency is the fitted concentration of half-maximal effect; % is set by controls: 0 for no effect and ±100 for the full control effect; nearly all actives have a fitted effect of over 55% in size
Target sequence (Q14191 whole entry, looked up): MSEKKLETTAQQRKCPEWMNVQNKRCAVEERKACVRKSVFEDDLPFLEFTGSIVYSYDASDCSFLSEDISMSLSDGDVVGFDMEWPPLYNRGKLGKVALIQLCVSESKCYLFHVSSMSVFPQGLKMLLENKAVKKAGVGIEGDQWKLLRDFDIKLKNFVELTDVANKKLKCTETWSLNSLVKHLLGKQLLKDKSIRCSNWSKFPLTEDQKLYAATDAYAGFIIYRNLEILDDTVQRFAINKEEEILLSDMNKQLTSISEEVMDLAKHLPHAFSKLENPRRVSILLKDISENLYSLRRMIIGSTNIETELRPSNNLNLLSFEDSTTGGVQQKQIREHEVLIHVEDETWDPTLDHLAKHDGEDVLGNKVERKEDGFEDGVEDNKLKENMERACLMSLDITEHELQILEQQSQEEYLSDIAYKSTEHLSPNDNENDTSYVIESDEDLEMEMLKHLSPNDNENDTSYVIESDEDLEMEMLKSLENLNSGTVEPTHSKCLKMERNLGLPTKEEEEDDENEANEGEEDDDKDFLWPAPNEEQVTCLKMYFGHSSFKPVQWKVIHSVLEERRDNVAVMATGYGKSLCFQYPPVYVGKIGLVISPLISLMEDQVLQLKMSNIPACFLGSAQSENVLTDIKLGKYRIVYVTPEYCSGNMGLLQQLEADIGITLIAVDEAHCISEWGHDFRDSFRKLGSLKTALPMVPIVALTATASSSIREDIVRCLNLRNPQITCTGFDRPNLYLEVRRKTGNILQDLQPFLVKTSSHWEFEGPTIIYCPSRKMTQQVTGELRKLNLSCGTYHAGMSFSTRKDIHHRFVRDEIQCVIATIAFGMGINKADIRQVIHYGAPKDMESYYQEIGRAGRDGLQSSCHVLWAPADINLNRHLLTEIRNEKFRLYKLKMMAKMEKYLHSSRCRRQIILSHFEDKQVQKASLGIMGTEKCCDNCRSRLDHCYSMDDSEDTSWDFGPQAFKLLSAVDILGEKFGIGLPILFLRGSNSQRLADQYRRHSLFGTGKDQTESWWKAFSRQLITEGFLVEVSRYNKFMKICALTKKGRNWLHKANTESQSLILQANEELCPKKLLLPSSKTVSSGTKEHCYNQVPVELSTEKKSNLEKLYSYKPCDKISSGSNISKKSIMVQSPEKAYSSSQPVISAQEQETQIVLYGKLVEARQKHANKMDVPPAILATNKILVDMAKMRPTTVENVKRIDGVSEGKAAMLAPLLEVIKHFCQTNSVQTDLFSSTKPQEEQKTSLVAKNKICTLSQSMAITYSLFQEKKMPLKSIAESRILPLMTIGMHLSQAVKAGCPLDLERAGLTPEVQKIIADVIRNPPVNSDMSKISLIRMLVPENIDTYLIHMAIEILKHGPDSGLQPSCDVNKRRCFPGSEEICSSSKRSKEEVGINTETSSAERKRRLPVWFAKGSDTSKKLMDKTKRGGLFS
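Enzyme (20 nM final) and test compound sit together 15 min at room temperature before substrate addition. Substrate is a single-forked duplex oligonucleotide (100 nM) labelled with fluorophore and quencher, with 2 mM ATP; helicase unwinding raises red fluorescence, read kinetically.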
IL-1B inflam inh: qHTS for Inhibitors of Inflammasome Signaling: IL-1-beta AlphaLISA Primary Screen | AID 743279, 2014 | 4.7% of 360,000 active | THP-1 LPS/ATP IL-1B secretion, AlphaLISA, 16 h; active compounds read low | activity change, % at 57.5 µM; in the data active = activity change below about -50%; inconclusive = mostly about -30% to -49%; note: % is set by controls: 0 for no effect and ±100 for the full control effect
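Secreted IL-1B measured by AlphaLISA bead assay after 16 h compound exposure of THP-1 cells; compounds (final up to 57.5 uM) added 1 h before LPS (250 ng/mL) and ATP (1.25 mM) stimulation; lower signal means less secretion.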
SW480 rerep: A quantitative high throughput screen for small molecules that induce DNA re-replication in SW480 colon adenocarcinoma cells; SW480 DNA re-replication, Hoechst DNA content imaging, 48 h; Potency, µM (series often up to 46.1 µM), without a hit: at the highest dose re-replication activation, hits mostly activators; 1.8% of 340,000 active; note: potency is the fitted concentration of half-maximal effect; % of control where 0% means no effect; nearly all actives have a fitted effect of over 55% in size
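Image-based read-out: total Hoechst fluorescence of nuclei (405 nm excitation, 500-530 nm emission), with hits raising the fraction of high-intensity nuclei. SW480 colon cells incubated 48 hr with compounds at 37 C.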
The depositor's hits bear a star; u = inconclusive; x = not tested or not shown; & = joins results of further samples; [ ] = dose if it differs, or a comment. Unless noted, calls come from the whole dose curve; as a rule, active = well fitted curve in the direction sought with a large enough effect; inconclusive = small, poorly fitted or top-dose-only effect, or another doubt; inactive = no such curve, though single readings can be large; an effect the other way counts as inactive or inconclusive.

| molecule | KB-V1 MDR tox | ATXN2 expr inh | MCF10A rereplic | HT1080NT lethal | HT1080 IDH1KD tx | KB-3-1 cytotox | WRN helicase inh | IL-1B inflam inh | SW480 rerep |
| --- | --- | --- | --- | --- | --- | --- | --- | --- | --- |
| CC(C)(C)c1ccc(C(=O)CSc2ncn[nH]2)cc1 | 2% | 18% | u | u | u | 0% | -9% | -10 | u |
| Cn1nnc2c(N3CCCCC3)ncnc21 | 18% | 13% | x | 17% | 21% | -1% | x | x | x |
| O=C(Nc1ccc(F)cc1)N1CCCC(c2nc3c(nnn3Cc3ccccc3Cl)c(=O)[nH]2)C1 (stereo not drawn) | 4% | -12% | 5% | 10% | 0% | -6% | -2%[57.1 µM] | -15 | -1% |
| COc1ccc(N2CCN(C(=O)COCC(=O)O)CC2)cc1 | u | 1% | -1% | 8% | -13% | 18% | 4% | 36 | -4% |
| Cn1c(=O)c2c(nc(SCCN3CCCCC3)n2Cc2ccc(Cl)cc2)n(C)c1=O | -23% | -2% | 0% | u | -19% | -13% | -1% | -11 | 20% |
| Cc1ccc(NC(=O)Cn2cc(C(=O)C3CC3)c3ccccc32)cc1 | 5% | 4% | -1% | -10% | -2% | 1% | -6% | 7 | u |
| O=C(c1cccc(C(F)(F)F)c1)C1CCCN(C(=O)CCn2cnnn2)C1 (stereo not drawn) | 2% | -6% | -16% | 2% | 21% | 9% | 0% | 6 | -6% |
| O=C(CN1C(=O)CCS(=O)(=O)c2ccccc21)Nc1cccc(Cl)c1 | -2% | -8% | -2% | 2% | 0% | 12% | -3% | 19 | -3% |
| COc1cc(C2C(=O)c3ccccc3C2=O)ccc1O | 5% | x | -1% | -3% | 6% | 0% | -10% | -18 | -3% |
| O=C(O)c1cc2c(ccc3ccccc32)[nH]1 | 2% | -5% | 20% | 12% | 12% | 4% | 0%[57.1 µM] | 8 | -7% |
| CC1=C(C#N)C(=O)NC(=O)/C1=C\c1ccc(-c2cc(C)c(C)cc2[N+](=O)[O-])o1 | 5% | -4% | 4% | 0% | 4% | 0% | u | 1 | -5% |
| COc1ccc(CCNC(=O)CCCn2nc(C)n3ccnc3c2=O)cc1OC | 7% | -19% | 1% | 16% | 9% | -12% | 7% | 7 | -20% |
| COc1ccc(NC(=O)CSc2ncccc2C(=O)OC(C)C)cc1OC | 6% | -20% | 3% | u | -15% | 6% | -16% | -6 | -1% |
| COCCN(C(=O)COC(=O)Cc1cccc(OC)c1)c1c(N)n(Cc2ccccc2)c(=O)[nH]c1=O | -5% | 7% | 6% | -5% | -3% | u | -14% | -2 | 1% |
| COC(=O)c1c(NC(=O)C2COc3ccccc3O2)sc2c1CCN(C(C)=O)C2 (stereo not drawn) | -47% | -1% | 14% | 0% | -11% | -8% | -9% | 14 | x |
| Cc1ccc(S(=O)(=O)N2CCN(C(=O)Cc3ccc(S(=O)(=O)N4CCOCC4)s3)CC2)cc1 | -57% | -20% | -19% | -3% | -4% | -50% | 11% | 3 | 6% |
| CNC(=S)N(CCc1ccc(S(N)(=O)=O)cc1)C1CC(=O)N(c2ccccc2F)C1=O (stereo not drawn) | 0% | 10% | 7%[9.22 µM] | -22% | -13% | u | -17% | -5 | 5.8µM* |
| COCCN(CCOC)S(=O)(=O)c1ccc(NC(=O)c2cnccn2)cc1 | 0% | -31% | 5% | 11% | 6% | 15% | -1% | 51 | -7% |
| Cc1ccnc(N2CCC(C(=O)NNC(=O)c3ccccc3)CC2)n1 | 10% | -1% | 1% | 7% | 1% | 5% | -3% | 6 | 1% |
| O=C1CN(c2nc3nonc3nc2N2CCCCC2)CCN1 | 12% | 0% | -4% | -3% | 1% | 2% | 1% | -16 | 3% |
| COc1ccc(NC(=O)CSc2nnc3ccc(-c4ccncc4)nn23)cc1OC | -4% | 7% | 0% | 4% | 0% | 18% | -5% | -8 | -4% |
| COCCn1c(-c2cccs2)csc1=Nc1cccnc1 | 1% | -6% | -31%[inhibitor] | -13% | -17% | 5% | -6% | -3 | -25% |
| Cc1cc(NC(=O)CSCC(=O)Nc2ccccc2OC(F)F)no1 | 16% | 3% | 18% | 2% | 12% | 24% | -7% | 19 | 3% |
| CCC(c1nnc(SCC(=O)Nc2cc(C)on2)o1)N(C)C (stereo not drawn) | -2% | -4% | 1% | -6% | 2% | 4% | -1% | 25 | -6% |
| CC(=O)Nc1ccc(NC(=O)[C@@H](NC(=O)c2ccccc2F)C(C)C)cc1 | 9% | -2% | 1% | 13% | -11% | -6% | 10% | 36 | 14% |
| CCC(=O)Nc1nc2ccc3nc(C)sc3c2s1 | 0% | 31%[activator] | u | -1% | 7% | 22% | -9% | 14 | -18% |
| CCCN1CCC(NC(=O)CC2C(=O)NCCN2Cc2ccccc2C)CC1 (stereo not drawn) | u | -3% | 6% | 8% | 9% | 3% | 3% | 0 | -2% |
| Cc1ccccc1Nc1c(-c2ccncc2)nc2ccc(Cl)cn12 | -3%&6% | -4% | u | 1% | -10% | -12%&5% | -7% | -52* | 3% |
| COc1ccccc1NS(=O)(=O)c1cccc(C(=O)NC2CCN(Cc3ccccc3)CC2)c1 | 0% | u | u | u | -7% | u | 3% | u | -90%[inhibitor] |
| Cc1cc(N(C)C)nc(Nc2ccccc2)n1 | -8% | x | 0% | -2% | 14% | -2% | -7% | -79* | -7% |
| O=C(NNS(=O)(=O)c1ccccc1)c1cnn(-c2ccccc2)c1-n1cccc1 | 16µM* | -5% | 5% | u | 1% | 3% | -1% | 0 | -2% |
| CC(C)(C)c1cc(NS(=O)(=O)c2ccc(Br)s2)no1 | 14% | 14% | -29% | 12% | 11% | -6% | 13% | 0 | -3% |
| COc1cc(C(=O)OCC(=O)N2CCCC2)cc(OC)c1OC | -20% | 1% | 5% | 16% | 15% | -5% | -17% | 20 | -3% |
| Cc1ccc2[nH]c(-c3ccccc3)c(CN3CCCC3)c(=O)c2c1 | 6% | 21%[11.3 µM] | -9% | 0% | -6% | -20% | -2% | -5 | -1% |
| Cc1ccc(F)cc1NC(=O)CN1CCN(Cc2ccccc2)CC1 | -3% | x | -2% | 1% | 2% | -7% | -1% | -14 | 28% |
| CC(CCc1ccco1)NC(=O)CSc1cc(=O)n(C)c2ccccc12 (stereo not drawn) | -6% | -5% | 0% | 12% | 7% | 16% | -8% | -20 | -2% |
| COc1ccc(CN(C)C(=O)CNC(=O)c2sc3ccccc3c2Cl)c(OC)c1OC | 5.8µM* | -6% | 0% | 4% | 4% | u | u | u | -2% |
| C[C@H](CO)N1C[C@H](C)[C@H](CN(C)C(=O)c2ccccc2)OCc2ccccc2-c2c(n(C)c3ccccc23)C1=O | 4% | u | x | -21% | u | -17% | 1% | -3 | x |
| C[C@@H](NC(=O)c1ncn(Cc2ccccc2)c1C(=O)N[C@H](C)c1ccccc1)c1ccccc1 | u | 0% | 6% | 6% | -3% | -18% | -9% | -15 | 5% |
| O=C(/C=C/c1cccc([N+](=O)[O-])c1)Nc1cc(C(=O)O)cc(C(=O)O)c1 | 2% | -21% | 0%[9.22 µM] | 21% | 21% | 13% | u | 8 | u |
| CC(=O)NC1=NN(C(C)=O)C(c2ccccn2)S1 (stereo not drawn) | u | 3% | -1% | 4% | 4% | 2% | -4% | -9 | 0% |
| O=S(=O)(CCCc1ccccc1)c1ncn[nH]1 | -5% | 2% | -19% | 17% | 7% | 6% | -34%[57.1 µM] | 26 | 12% |

Gathered by group: the entries above with an aryl thioether with sulfur outside any ring.
| molecule | KB-V1 MDR tox | ATXN2 expr inh | MCF10A rereplic | HT1080NT lethal | HT1080 IDH1KD tx | KB-3-1 cytotox | WRN helicase inh | IL-1B inflam inh | SW480 rerep |
| --- | --- | --- | --- | --- | --- | --- | --- | --- | --- |
| CC(C)(C)c1ccc(C(=O)CSc2ncn[nH]2)cc1 | 2% | 18% | u | u | u | 0% | -9% | -10 | u |
| Cn1c(=O)c2c(nc(SCCN3CCCCC3)n2Cc2ccc(Cl)cc2)n(C)c1=O | -23% | -2% | 0% | u | -19% | -13% | -1% | -11 | 20% |
| COc1ccc(NC(=O)CSc2ncccc2C(=O)OC(C)C)cc1OC | 6% | -20% | 3% | u | -15% | 6% | -16% | -6 | -1% |
| COc1ccc(NC(=O)CSc2nnc3ccc(-c4ccncc4)nn23)cc1OC | -4% | 7% | 0% | 4% | 0% | 18% | -5% | -8 | -4% |
| CCC(c1nnc(SCC(=O)Nc2cc(C)on2)o1)N(C)C (stereo not drawn) | -2% | -4% | 1% | -6% | 2% | 4% | -1% | 25 | -6% |
| CC(CCc1ccco1)NC(=O)CSc1cc(=O)n(C)c2ccccc12 (stereo not drawn) | -6% | -5% | 0% | 12% | 7% | 16% | -8% | -20 | -2% |
